Assay outcomes deposited in PubChem by Sanford-Burnham Center for Chemical Genomics.
UPR XBP1 act = activators of adaptive arm of unfolded protein response (XBP1). 330,000 tested, 0.33% active. activation, % at 20 µM. CHO-XBP1 luciferase reporter, IRE1-XBP1 UPR activation, luminescence; percent of tunicamycin response, DMSO as zero. AID 463104;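 active = versus positive control, 20 µM dose yields 30% or more activation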;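 also: 100% = tunicamycin at 10 µg/mL and 0% = DMSO only wells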
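Signal: luciferase luminescence; Assay system: CHO-XBP1 luciferase reporter cells; Amount: one thousand reporter cells per well; Dosing: 20 µM single concentration, DMSO 1%; Benchmarks: high control tunicamycin 10 µg/mL final, low control DMSO vehicle only; Schedule: 6 h compound exposure at 37 °C, 5% CO2; Evaluation: percent activation relative to tunicamycin reference.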
CXCR6 block = CXCR6 (human) receptor inhibition; CHO-K1 PathHunter CXCR6 beta-arrestin, luminescence; inhibition, % at 20 µM; 360,000 tested, 0.36% active; AID 602244; in the data active = inhibition above about 34%, passing the limit was not always enough;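 also: antagonist mode with CXCL16 agonist at 10 nM final; 0% = 10 nM CXCL16 with DMSO and 100% = unstimulated wells without agonist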
Target sequence (O00574 whole entry, looked up): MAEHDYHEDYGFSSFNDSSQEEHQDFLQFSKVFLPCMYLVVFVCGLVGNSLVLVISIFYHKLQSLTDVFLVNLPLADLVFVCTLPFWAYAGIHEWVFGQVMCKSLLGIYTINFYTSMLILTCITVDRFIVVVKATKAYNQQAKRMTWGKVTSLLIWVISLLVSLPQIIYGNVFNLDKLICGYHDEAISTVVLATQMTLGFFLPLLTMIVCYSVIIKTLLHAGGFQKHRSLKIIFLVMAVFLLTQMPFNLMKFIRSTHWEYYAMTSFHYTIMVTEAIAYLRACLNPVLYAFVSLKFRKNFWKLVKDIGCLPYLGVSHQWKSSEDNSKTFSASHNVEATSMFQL
APJ antagonist = APJ receptor antagonism; P35414; CHO-K1 APJ beta-arrestin complementation, luminescence; inhibition, % at 20 µM; 330,000 tested, 0.32% active; AID 2521;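 active = inhibition above about 40% at 20 µM, limit read from the data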;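 also: cells challenged with 10 nM apelin-13 agonist together with compound; plate controls were apelin-13 plus DMSO wells for no effect and DMSO wells lacking apelin-13 for full effect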
CHOP UPR activ = apoptotic UPR (CHOP) activation; activation, % at 10 µM; 330,000 tested, 0.34% active; CHO-CHOP luciferase reporter, luminescence; percent of tunicamycin response over DMSO baseline; AID 449763;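 active = at 10 µM dose, activation of 40% or more, normalized to positive control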;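 also: 100% = tunicamycin at 10 µg/mL and 0% = DMSO alone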
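System: CHO-CHOP luciferase reporter cell line | Buffer or medium: F12 medium containing 10% fetal bovine serum | Doses: One dose, 10 µM in 0.5% DMSO | Times: 6 h compound exposure at 37 °C after overnight seeding | Signal: Luciferase luminescence | Read-out: % activation vs tunicamycin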
tim23-1 inh = tim23-1 yeast growth inhibition; 330,000 tested, 1.3% active; inhibition, % at 20 µM; S. cerevisiae tim23-1 growth, BacTiter-Glo luminescence, 24 h;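 active = growth inhibition of the mutant yeast at or above 50%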;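 also: temperature-sensitive mutant grown at 25 °C; plate controls were DMSO-treated mutant yeast for no effect and medium wells lacking yeast for full effect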
APJ agonist = activates the human apelin receptor APJ; P35414; CHO-K1 APJ PathHunter beta-arrestin, luminescence; 0% DMSO wells, 100% apelin; activation, % at 20 µM; 330,000 tested, 0.11% active;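 active = activation more than six SD over the plate average, tested at 20 µM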;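 also: 0% = DMSO alone and 100% = apelin-13 at 10 nM; some results filed as inactive read as strong as hits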
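Assay system: CHO-K1 cells stably expressing ProLink-tagged human APJ and arrestin–beta-gal acceptor. Compound dosing: 20 µM single point, 1% DMSO. Times: 16-18 h seeding, 90 min dark compound exposure, 60 min detection. Detection: beta-gal luminescence. Evaluation: APJ–arrestin association signal. Controls: negative DMSO alone, positive Apelin-13 at 10 nM.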
CCR6 antag = antagonists of human CCR6 receptor; inhibition, % at 20 µM; 340,000 tested, 0.49% active; P51684; CHO-K1 CCR6 PathHunter beta-arrestin, luminescence, CCL20-stimulated; AID 493098;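 active = compounds whose inhibition of the agonist-driven luminescence signal at 20 µM reaches about 50%, limit read from the data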;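 also: cells stimulated with CCL20 at 14 nM final; plate controls were DMSO with CCL20 for no effect and DMSO without agonist for full effect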
Target sequence (P51684 whole entry, looked up): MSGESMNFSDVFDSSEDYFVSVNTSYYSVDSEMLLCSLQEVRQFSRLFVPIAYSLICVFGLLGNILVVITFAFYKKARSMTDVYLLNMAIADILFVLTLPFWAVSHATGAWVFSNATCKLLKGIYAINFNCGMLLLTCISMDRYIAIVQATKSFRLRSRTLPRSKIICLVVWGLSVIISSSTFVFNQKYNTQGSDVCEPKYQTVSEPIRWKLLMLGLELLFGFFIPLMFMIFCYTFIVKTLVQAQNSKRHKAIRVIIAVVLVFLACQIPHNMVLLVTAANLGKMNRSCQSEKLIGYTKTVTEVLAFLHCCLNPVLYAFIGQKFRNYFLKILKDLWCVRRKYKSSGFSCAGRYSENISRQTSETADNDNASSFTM
EBI2 block = EBI2 (human) antagonism. P32249. EBI2 beta-arrestin recruitment, luminescence, 7a,25-OHC stimulated. inhibition, % at 5 µM. 360,000 tested, 0.81% active. AID 651636; in the data active = inhibition above about 38%;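 also: enzyme fragment complementation signal reports receptor beta-arrestin coupling in cells; 0% = agonist plus DMSO wells and 100% = wells without agonist; some results beyond the cut were filed as inactive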
Target sequence (P32249 whole entry, looked up, the tested form may be a part): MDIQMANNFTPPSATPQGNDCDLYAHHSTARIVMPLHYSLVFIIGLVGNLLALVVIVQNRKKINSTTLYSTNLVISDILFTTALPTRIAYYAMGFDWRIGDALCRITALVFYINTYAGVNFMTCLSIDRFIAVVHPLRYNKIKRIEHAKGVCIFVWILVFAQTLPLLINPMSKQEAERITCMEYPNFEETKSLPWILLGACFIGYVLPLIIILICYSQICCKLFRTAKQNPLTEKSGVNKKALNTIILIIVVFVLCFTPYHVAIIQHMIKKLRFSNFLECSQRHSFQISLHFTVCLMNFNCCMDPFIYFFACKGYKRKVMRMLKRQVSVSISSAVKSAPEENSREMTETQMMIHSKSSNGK
Mdm2-MdmX inh = inhibitors of human Mdm2/MdmX interaction; inhibition, % at 8 µM; 330,000 tested, 3% active; SaOS-2 split-luciferase Mdm2/MdmX complementation, luminescence; O15151+Q00987;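 active = inhibition of at least 50% at 8 µM in the primary screen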
* hit, by the source's call; nt = no result given. A portion of the library. The share of hits here may be higher or lower than overall.

SMILES	UPR XBP1 act	CXCR6 block	APJ antagonist	CHOP UPR activ	tim23-1 inh	APJ agonist	CCR6 antag	EBI2 block	Mdm2-MdmX inh
CCOc1ccccc1NC(=O)CSc1nnc(CNC(=O)c2c(F)cccc2Cl)o1	-6	4	8	-0.2	8	-6	15	5	12
O=C(CNC(=O)c1ccccc1)N=Nc1c(O)[nH]c2ccc(Br)cc12	12	21	28	-0.3	-11	-7	34	10	44
CCCc1cc(=O)n2[nH]c(NCc3ccc(Cl)cc3Cl)nc2n1	0	-4	-12	-0.6	2	4	0	-5	14
N#CC(c1ccccc1)C1CCN(Cc2ccccc2)CC1 (stereo not given)	-1	-1	-1	2.9	-3	-2	4	3	3
CCCN(CCC)CC(=O)N1CC(=O)Nc2ccccc21	1	-13	4	0.2	9	-1	-4	-2	-19
C[N+](C)(C)CC(O)CC(=O)O (stereo not given)	-6	3	3	-1.7	-5	-3	7	-2	-3
COc1cc(/C=N/NC(=O)c2sc(N)c(C#N)c2C)ccc1O	1	-3	-6	0.7	-6	1	4	1	12
CCOc1c(OC)ccc2c3c(c(=O)oc12)CCCC3	0	-4	4	-0.6	40	-5	-15	-5	23
O=C(c1ccc(Cl)nc1)N1CCN(C/C=C/c2ccccc2)CC1	-2	0	14	-0.9	9	2	4	30	-29
CSc1ccccc1OCc1cc(C(=O)N2CCc3sccc3C2)no1	-4	1	-6	1.4	13	-5	22	-8	-6
O=C(NC1CC1)C1CCC(=O)N1C1CCCC1 (stereo not given)	6	6	-8	-2.3	9	-6	-1	-26	15
CCC1CCCCN1CCCNC(=O)CN1C(=O)CSc2ccc(S(=O)(=O)N3CCC(C)CC3)cc21 (stereo not given)	-4	10	7	1.1	-3	-5	-1	9	21
CCCN1C(=O)c2ccccc2NC1c1ccc(O)c(OCC)c1 (stereo not given)	1	1	-10	0.3	14	0	6	-6	14
Cc1ccc(-n2nc3c(N4CCC(C(=O)NCCc5ccco5)CC4)nnc(C)c3c2C)cc1	20	16	2	0.9	13	-1	23	3	23
O=C1C2C3C=CC(C3)C2C(=O)N1c1n[nH]c(-c2cccnc2)n1 (stereo not given)	0	-2	16	0.1	15	3	-2	-11	5
CCOC(=O)N1CCC(NC(=O)c2cccnc2SC)CC1	0	0	-9	-2.4	-5	-1	10	-5	11
CCOc1ccc(N(CC(=O)NCCCOC)S(C)(=O)=O)cc1	1	-2	15	-0.5	-7	-2	-20	0	12
CC(Sc1ccccc1)C(=O)N1CCN(S(=O)(=O)c2ccccc2F)CC1 (stereo not given)	-4	0	5	1.1	17	1	19	5	15
O=C(CSC1=NCCS1)Nc1nc2c(s1)CCCC2	3	8	-1	3.0	25	-3	3	-1	-16
Oc1c(N=NC(=S)Nc2ccccc2F)c2ccccc2n1Cc1ccc(Cl)cc1	-2	7	-15	1.4	16	0	9	21	54*
CCOC(=O)c1cnn2c(N)c(C#N)cnc12	-1	-8	16	0.9	8	6	-1	13	-5
Cc1csc(Sc2nc3c(c(=O)[nH]c(=O)n3C)n2CCCc2ccccc2)n1	0	6	0	-0.3	-19	-5	-8	3	14
COc1ccc(OC)c(NC(=O)CSc2ccc(-c3cccnc3)nn2)c1	-1	-13	-20	-0.3	-2	10	-9	7	21
CC(OC(=O)c1cccc(N(C)C)c1)C(=O)N1CCc2ccccc2C1 (stereo not given)	-1	6	10	0.3	25	-3	9	-5	6
CC(C)c1ccc(NC(=O)c2ccc(NC3=NC4CS(=O)(=O)CC4S3)cc2)cc1 (stereo not given)	-1	3	2	-1.1	12	-1	2	-2	20

Profiles as entered above. Order of values: UPR XBP1 act | CXCR6 block | APJ antagonist | CHOP UPR activ | tim23-1 inh | APJ agonist | CCR6 antag | EBI2 block | Mdm2-MdmX inh
`O=C(CNC(=O)c1ccccc1)N=Nc1c(O)[nH]c2ccc(Br)cc12` as listed: 12 | 21 | 28 | -0.3 | -11 | -7 | 34 | 10 | 44
`CCOc1c(OC)ccc2c3c(c(=O)oc12)CCCC3` as listed: 0 | -4 | 4 | -0.6 | 40 | -5 | -15 | -5 | 23

(continued)
SMILES	UPR XBP1 act	CXCR6 block	APJ antagonist	CHOP UPR activ	tim23-1 inh	APJ agonist	CCR6 antag	EBI2 block	Mdm2-MdmX inh
CCOC(=O)C1(Cc2ccc(Cl)cc2)CCN(C(=O)c2ccoc2)CC1	-2	8	16	1.2	26	-1	16	0	14
CCCn1nc2cc(C(=O)NC3CCCc4ccccc43)ccc2c1OCC (stereo not given)	0	-2	2	-1.9	-14	0	6	-3	22
CCC(CC)NC(=O)CN1CCN(S(=O)(=O)c2ccc(Br)s2)CC1	-4	3	-40	1.3	13	-1	7	6	-5
CCOC(=O)CSc1nc(C)c(CC)c(C)c1C(N)=O	-3	4	12	-0.5	-6	-4	-6	3	5
C[C@]12C(=O)N(c3ccc(Cl)cc3)C(=O)N1[C@@H]1c3ccccc3OC[C@@H]1[C@H]2c1ccccc1	-1	-8	7	-1.6	11	6	11	14	25
COc1ccc(C)cc1NC(=O)c1ccc(NC(=O)CC2SC(N3CCCC3)=NC2=O)cc1 (stereo not given)	0	6	8	-0.5	-5	0	7	1	15
Nc1c(C(=O)N/N=C/c2cccnc2)oc2nc(-c3ccccc3)cc(-c3ccco3)c12	-1	2	-9	1.3	-2	1	2	14	14
O=C(c1ccco1)N1CCN(C(=O)N2c3ccccc3Sc3ccccc32)CC1	13	5	8	1.0	56*	-5	17	-5	52*
O=C(O)c1ccc(CS(=O)(=O)Cc2ccccc2F)o1	-1	-2	-2	0.4	-2	-3	0	-10	33
N#Cc1ccccc1NC(=O)CN(Cc1ccccc1)Cc1ccccc1	0	18	-4	2.9	15	-3	17	10	21
CC(C(=O)OCC(=O)N1CCN(c2ccccc2)CC1)N1C(=O)c2ccccc2C1=O (stereo not given)	2	0	11	-1.0	-9	-1	6	-6	9
O=C1NC(=S)N/C1=C/c1cc([N+](=O)[O-])ccc1O	2	22	39	-1.7	7	-7	35	3	-5
COC(OC)C1Nc2ccccc2C(=O)N1c1ccc(F)cc1 (stereo not given)	-3	0	12	-0.4	-14	2	13	-16	14
COCc1cc(C)c(C#N)c(=S)[nH]1	-2	3	4	-2.0	17	7	3	-1	11
CCCCc1nc(SCC(=O)N2CCOCC2)c2c(=O)n(C)c(=O)n(C)c2n1	-3	-8	22	1.8	2	2	6	-5	3
Cc1ccc(/C=C/C(=O)OCC(=O)NC(=O)NCc2ccco2)cc1	-3	5	8	0.2	13	-3	3	35	13
COc1cc(C2C(C#N)=C(N)Oc3n[nH]c(-c4ccncc4)c32)cc(OC)c1OC (stereo not given)	0	-5	-29	-0.9	3	5	6	2	1
COc1ccc(S(=O)(=O)Nc2ccc(S(=O)(=O)N(C)C)cc2)cc1[N+](=O)[O-]	-2	-5	23	4.5	3	-4	12	-11	4
COc1ccccc1-c1nnc2sc(-c3cc4ccccc4o3)nn12	8	9	-5	0.6	-50	-3	5	1	44
N#C/C(=C/c1ccc(O)c(O)c1)c1nc2ccccc2[nH]1	8	18	19	3.9	-45	-2	39	23	-3
Cc1ccc(-c2nn(-c3ccccc3)cc2C2SCC(=O)N2Cc2ccccc2)o1 (stereo not given)	-4	4	-64	0.6	13	-2	1	6	3
O=C(Nc1ccc(Cl)c([N+](=O)[O-])c1)c1ccncc1	-4	0	8	0.0	6	-2	0	-4	12
CNC(=S)N1N=C(c2ccc(C)cc2)CC1c1ccc(Cl)cc1 (stereo not given)	0	7	13	-0.6	28	1	-2	73*	-11
COc1ccc(CCNC(=O)CCCOc2ccc(Cl)cc2)cc1OC	-3	-1	-2	0.0	11	-3	11	6	-2
CC(C(=O)N1CCOCC1)c1ccccc1 (stereo not given)	0	4	-8	-0.3	6	-4	-1	4	-6
SMILES	UPR XBP1 act	CXCR6 block	APJ antagonist	CHOP UPR activ	tim23-1 inh	APJ agonist	CCR6 antag	EBI2 block	Mdm2-MdmX inh
CC1(C(=O)N(CC(=O)NC2CCCC2)Cc2ccc(Cl)cc2)CC(=O)N=C2C=CC=CN21 (stereo not given)	0	7	-5	-0.8	1	0	13	-6	18
COc1ccc(C(=O)c2ccc(CC#N)s2)cc1	3	-3	-3	5.6	8	2	17	-9	-17
O=C1Nc2ccc(S(=O)(=O)NCC3CCCO3)c3cccc1c23 (stereo not given)	3	-9	7	-0.5	18	1	-2	-14	14
CCOC(=O)c1c(Cl)c(C)nn1-c1nc(OC)cc(OC)n1	1	-4	5	1.1	3	2	-15	7	19
CC[C@H](C)/C=C/C1=CC2=C(Cl)C(=O)[C@@]3(C)OC(=O)C(C(=O)[C@H](C)[C@@H](C)O)=C3C2=CO1	1	-8	4	-1.5	23	-2	10	5	11
C[C@@H]1CCC2[C@](C)(CO)[C@@H](O)CC[C@]2(C)[C@@]12CC[C@@](CO)(CC(=O)O)O2 (stereo not given in full)	-2	5	-5	2.8	-1	-1	6	0	2
CCOc1ccc(-n2c(-c3ccc(Cl)cc3)c[n+]3c2SCC3)cc1	-3	6	3	1.0	0	-2	-11	-11	3
O=C(Nc1ccc(S(=O)(=O)NCc2ccccc2)cc1)C1CCCCC1	-4	-5	1	0.4	6	6	19	5	24
O=C(/C=C/c1ccc2ccccc2n1)N1CCN(S(=O)(=O)c2ccc(F)cc2)CC1	-3	-8	5	0.5	33	-5	19	50*	61*
COc1ccc(CNC(=O)C(c2ccncc2)N(C(=O)Cc2cccs2)c2ccc(C)cc2)cc1 (stereo not given)	0	0	-2	-0.4	12	2	-1	9	-8
COC(=O)Cn1c(=NC(=O)c2nc3ccccc3s2)sc2cc(S(C)(=O)=O)ccc21	42*	nt	-6	2.2	1	1	nt	nt	33
COc1ccc(OC)c(/C=N\Nc2nccs2)c1	3	-12	15	2.2	6	-2	-5	-3	17
COc1ccc(NC(=O)Cn2nnc(C(=O)NCc3ccco3)c2N)c(OC)c1	0	-1	-1	-0.4	19	8	-12	-15	-15
O=C(NCC1c2ccccc2CCN1C(=O)CN1C(=O)c2ccccc2C1=O)C1CCCCC1 (stereo not given)	-3	0	1	-4.8	15	-6	4	12	6
CCOc1ccc(S(=O)(=O)N/N=C(\C)c2ccc(Cl)c(Cl)c2Cl)cc1	0	3	-15	-0.3	34	-3	6	-8	-1
CCOC(=O)c1sc2ncnc(Nc3cccc(C(=O)O)c3)c2c1C	-3	-6	6	0.7	14	-2	3	-4	21
O=C(CSc1ccc(-c2cccs2)nn1)c1cccs1	1	-3	-12	4.1	21	-1	-8	-3	-45
COc1nc(N)c(S(=O)(=O)c2ccccc2C)cc1C#N	2	-2	-14	-1.4	27	-1	-9	6	-18
COc1ccccc1N1CCN(CCCCCCOc2ccc(F)cc2)CC1	-2	-3	12	-2.1	-13	-3	3	-4	11

An excerpt from above in order of the APJ antagonist value, highest first.
smiles | APJ antagonist
O=C1Nc2ccc(S(=O)(=O)NCC3CCCO3)c3cccc1c23 (stereo not given) | 7
O=C(/C=C/c1ccc2ccccc2n1)N1CCN(S(=O)(=O)c2ccc(F)cc2)CC1 | 5
COc1ccc(NC(=O)Cn2nnc(C(=O)NCc3ccco3)c2N)c(OC)c1 | -1
